NPSR antagonist: blocks cAMP signaling of the human neuropeptide S receptor; Q6W5P4; CHO-NPSR cells, cAMP TR-FRET, antagonist mode; Potency, µM (titrated, usually from 38.3 µM), inactives show top-dose activity change, negative = inhibition, actives largely listed as inhibitors; 1% of 220,000 active; further: potency means the concentration at half of the fitted maximal effect; on the % scale 0 is the no-effect control and ±100 the full control effect; nearly all actives have a fitted effect of over 50% in size; many of its hits are not listed in these tables
Target sequence (Q6W5P4 whole entry, looked up): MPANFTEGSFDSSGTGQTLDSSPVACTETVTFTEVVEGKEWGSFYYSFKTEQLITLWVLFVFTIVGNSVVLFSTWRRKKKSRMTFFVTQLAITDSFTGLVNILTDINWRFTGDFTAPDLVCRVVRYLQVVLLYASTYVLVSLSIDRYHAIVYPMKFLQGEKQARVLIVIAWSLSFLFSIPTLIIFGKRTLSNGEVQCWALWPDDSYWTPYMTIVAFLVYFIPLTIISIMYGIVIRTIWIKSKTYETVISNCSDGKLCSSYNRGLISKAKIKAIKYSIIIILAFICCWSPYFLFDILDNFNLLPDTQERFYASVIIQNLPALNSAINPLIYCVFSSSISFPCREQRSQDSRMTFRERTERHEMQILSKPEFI
HTT aggregate: inhibitors of mutant huntingtin aggregate formation in PC12 cells; PC12 HttQ103-GFP aggregates, Acumen cytometry, 40 h; Potency, µM (top dose mostly 46.1 µM), for the others: top-dose activity change, negative = inhibition, most hits filed as inhibitors; 1.1% of 220,000 active; further: potency means the concentration at half of the fitted maximal effect; on the % scale 0 is the no-effect control and ±100 the full control effect; nearly all actives have a fitted effect of over 60% in size
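Ecdysone-promoter PC12 model expressing HTT exon 1 Q103 fused to GFP, induced by tebufenozide at 100 nM final. Compounds titrated; aggregates sized 1–25 µm scored on a 488 nm laser cytometer.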
IMPase Li inh: membrane-permeable IMPase blocker, potentiated with lithium; Potency, µM (top dose mostly 59.4 µM), for the others: top-dose activity, negative = IMPase inhibition, actives largely listed as inhibitors; 0.35% of 210,000 active; CHO-M1 cells, IP1 TR-FRET (IP-One), carbachol + lithium;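 further: IP1 builds up when IMPase is blocked and the TR-FRET signal falls; potency means the concentration at half of the fitted maximal effect; plate controls were basal vehicle for no effect and high inhibitor control for full effect; nearly all actives have a fitted effect of over 50% in size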
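Steps: plate 2000 CHO-M1 cells per well and culture 16–30 h; add compound and lithium; incubate 30 min, 37C; add d2-IP1 tracer and Eu cryptate anti-IP1 antibody in lysis buffer; read after 10 min at room temperature.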
KinaseGlo FLuc: Kinase-Glo luciferase inhibition (counter-screen) | Potency, µM (doses to about 38.3 µM), inactives show at the highest dose activity change, negative = inhibition, usual class: inhibitors | 0.28% of 200,000 active | Kinase-Glo luciferase, ATP luminescence, 8 min | Q27757 | AID 1379; further: potency means the concentration at half of the fitted maximal effect; on the % scale 0 is the no-effect control and ±100 the full control effect; nearly all actives have a fitted effect of over 60% in size
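Kinase-Glo luciferase light output from ATP and luciferin was measured with 10 uM ATP, within the enzyme's linear range. Buffer: 50 mM imidazole pH 7.2, 50 mM KCl, 7 mM MgCl2, 0.01% Tween 20, 0.05% BSA; luminescence read after 8 min at ambient temperature.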
Lamin A splicing: modulators of lamin A splicing | HeLa LMNA splicing GFP/RFP minigene ratio, 48 h | Potency, µM (doses to about 46.1 µM), for the others: at the highest dose ratio change, negative = inhibition, hits mostly inhibitors | 0.01% of 200,000 active | AID 1487; active means well fitted inhibition curve with a large enough effect in the signal ratio, with a control signal flat, not every such curve was filed as active; inconclusive means small, poorly fitted or top-dose-only effect, or effect the other way, or a change in a side signal; the % refers to the signal ratio; further: potency means the concentration at half of the fitted maximal effect; on the % scale 0 is the no-effect control and ±100 the full control effect
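S3 HeLa stable clones carrying a lamin A-EGFP splicing minigene plus DsRed2 were seeded at 600 cells/well in Opti-MEM with 2% FBS, pin-dosed and incubated 48 h at 37°C. Acumen cytometry (488 nm) gave the GFP/RFP total-intensity ratio.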
CBFb RUNX1 block: CBF-beta/RUNX1 interaction disruption; Q01196+Q13951; AlphaScreen CBFb-His/RUNX1-biotin binding, biochemical; Potency, µM (top dose mostly 59.8 µM), inactives show at the highest dose activity, negative = inhibition, usual class: inhibitors; 230,000 tested, under 10 active; AID 1477; further: % of control where 0% means no effect
Target sequence (Q01196 whole entry, looked up): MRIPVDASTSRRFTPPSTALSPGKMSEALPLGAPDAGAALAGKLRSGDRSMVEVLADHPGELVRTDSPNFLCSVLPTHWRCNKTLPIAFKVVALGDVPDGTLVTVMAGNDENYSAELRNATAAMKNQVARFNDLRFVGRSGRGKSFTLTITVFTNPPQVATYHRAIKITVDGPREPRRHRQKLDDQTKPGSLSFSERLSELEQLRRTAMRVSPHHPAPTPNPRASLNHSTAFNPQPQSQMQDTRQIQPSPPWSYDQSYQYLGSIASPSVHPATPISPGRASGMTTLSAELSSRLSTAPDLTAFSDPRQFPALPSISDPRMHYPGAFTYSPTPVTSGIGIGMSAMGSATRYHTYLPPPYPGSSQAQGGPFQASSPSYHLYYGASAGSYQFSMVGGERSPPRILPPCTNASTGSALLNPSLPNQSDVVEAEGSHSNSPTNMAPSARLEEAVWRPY
Target sequence (Q13951 whole entry, looked up): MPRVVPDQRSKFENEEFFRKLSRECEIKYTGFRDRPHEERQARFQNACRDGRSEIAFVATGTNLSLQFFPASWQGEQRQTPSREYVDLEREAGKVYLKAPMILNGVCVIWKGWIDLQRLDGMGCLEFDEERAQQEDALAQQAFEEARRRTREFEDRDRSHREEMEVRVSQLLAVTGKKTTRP
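Bead-based AlphaScreen assay; binding partners His-tagged CBF-beta and biotinylated RUNX1 at 30 nM each. Compound exposure 15 min after a 20-min protein preincubation; bead step 90 min; all steps at room temperature.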
Epigenetic reg: epigenetic control regulation, reporter derepression; AID 1865; Potency, µM (doses to about 53.9 µM), for inactives: at the top dose GFP activation, usual class: activators; murine LDR cells, GFP reporter derepression, 30 h; 0.2% of 280,000 active; further: potency means the concentration at half of the fitted maximal effect; % of control where 0% means no effect; nearly all actives have a fitted effect of over 60% in size
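Murine LDR cells bearing a silenced CMV-driven GFP reporter were exposed to compound for 30 h at 37 C. After PBS washes, GFP-positive cells (20-120 um objects) counted by laser-scanning microplate cytometry.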
Starred values were filed as active, the others as inactive; u = inconclusive; x = no result given; & = joins results of further samples; [ ] = dose if it differs, or a comment. Unless noted, the call rests on the fitted dose curve; in most records, active means well fitted curve in the direction sought with a large enough effect; inconclusive means small, poorly fitted or top-dose-only effect, or another doubt; inactive means no such curve, though single readings can be large; an effect the other way counts as inactive or inconclusive.

SMILES | NPSR antagonist | HTT aggregate | IMPase Li inh | KinaseGlo FLuc | Lamin A splicing | CBFb RUNX1 block | Epigenetic reg
C=CCSc1nc(C)c(CCC(C)C)c(=O)[nH]1 | -3% | 1%[9.22 µM] | -7% | x | x | 3% | -2.3%
Cc1nc2c(-c3ccccc3)c(C)nn2c(N)c1-c1ccccc1 | 2%[46.1 µM] | u | 11% | -7% | u | 23% | 1.2%
COCCN1Cc2cccc(C(=O)N3CCN(c4ccccc4)CC3)c2C1=O | -3%[46.1 µM] | -6% | 23%[38.3 µM] | -2% | 23% | 1% | -2.8%
CCc1ccccc1-n1c(SCC(=O)N2CCCC2)nnc1-c1ccccn1 | -2%[46.1 µM] | -1% | 0% | 0% | 0% | 2% | -1.1%
NS(=O)(=O)c1ccc(CCNCc2cc(Br)ccc2OCc2ccccc2)cc1 | -52% | u | 12% | 4% | u | -3% | -1.6%
Cc1cc(NC(=O)c2c(C)noc2C)no1 | -15% | 6%[9.22 µM] | x | x | x | 12% | 0.0%
Cc1cc2oc(=O)cc(-c3ccccc3)c2c(C)c1-c1ccoc1 | x | x | 11% | 2%[39.9 µM] | x | 17%[89.1 µM] | -0.9%
O=[N+]([O-])c1ccccc1Nc1ccccc1 | 2% | 25% | 0%&24% | 0% | -8%[46 µM] | u | 1.1%
O=C(O)CCCC(=O)N1CCN(c2ncccn2)CC1 | -21% | 2%[9.22 µM] | x | x | x | 0% | -1.4%
O=c1cc(-c2ccccc2)oc2cc(O)c(O)cc12 | x | x | 1% | -13% | x | -19% | 0.8%
Cn1c(Cc2ccccc2)n[nH]c1=S | 4% | 4% | -5% | -4% | -5% | 5% | -2.2%
CC1CCc2sc(C(=O)Nc3ccc(N4CCOCC4)cc3)cc2C1 (configuration not stated) | -28% | -22% | 7% | -1% | u | -16% | -0.3%
COc1ccc(C(=O)/C=C/C(=O)N(CC(=O)NC2CCCCC2)Cc2cccs2)c(O)c1 | u | -11%[9.22 µM] | 26% | 0% | u | -10% | -4.7%
COCCNC(=O)c1cc(S(=O)(=O)N2CCOCC2)ccc1SCc1cccc(OC)c1OC | 4% | 15% | -11% | x | x | 6% | -0.3%
Clc1ccccc1-c1nc(/C=N/N2CCOCC2)c2ccccn12 | -22% | 11% | 9% | -2% | -14%[46 µM] | -9% | -1.4%
CC1=C(C(=O)NC(C)CCc2ccccc2)C2(CCC(C)CC2)OC1=O (configuration not stated) | -23% | -3% | -7% | -1% | x | 3% | 7.4%
CCOc1ccc(C2NC(=O)C(C#N)=C(S)N2c2ccc(OC)cc2)cc1OC (configuration not stated) | u | u | 9%[38.3 µM] | 0% | 10% | 2% | 18%
COc1cccc(/C=N/N2CCN(c3ccccc3OC)CC2)c1 | -7%[46.1 µM] | -6% | 8% | -5% | -7% | 2% | 0.0%
COC(=O)c1ccc(CSc2nc3ccccc3c(=O)n2-c2ccccc2)o1 | -26%[46.1 µM] | u | 17%[38.3 µM] | -4% | 7% | -4% | u
CS(=O)(=O)NCCCNc1ccc(C(F)(F)F)cc1[N+](=O)[O-] | 2% | -18%[9.22 µM] | x | x | x | 4% | -7.1%

By substructure, those above with a nitro group on carbon
SMILES | NPSR antagonist | HTT aggregate | IMPase Li inh | KinaseGlo FLuc | Lamin A splicing | CBFb RUNX1 block | Epigenetic reg
O=[N+]([O-])c1ccccc1Nc1ccccc1 | 2% | 25% | 0%&24% | 0% | -8%[46 µM] | u | 1.1%
CS(=O)(=O)NCCCNc1ccc(C(F)(F)F)cc1[N+](=O)[O-] | 2% | -18%[9.22 µM] | x | x | x | 4% | -7.1%

Next part
SMILES | NPSR antagonist | HTT aggregate | IMPase Li inh | KinaseGlo FLuc | Lamin A splicing | CBFb RUNX1 block | Epigenetic reg
O=c1cc(N2CCC3(CC2)OCCO3)[nH]c(=O)n1-c1ccc(Cl)cc1 | -3%[46.1 µM] | 17% | -11%[38.3 µM] | -5% | -2% | 2% | -0.8%
NC(=O)c1sc2nc3c(cc2c1N)CCCCCC3 | 44% | 0%[9.22 µM] | x | x | x | -2% | -0.8%
COCCN1C(=O)CS/C1=C(/C#N)C(=O)NCc1ccco1 | -4% | 13% | 7% | -1% | u | 10% | -0.2%
Cc1ccc2nc(CSc3nc(C)ccc3C#N)[nH]c2c1 | -6%[46.1 µM] | 15% | -5%[38.3 µM] | -18% | -20% | 3% | -3.8%
NNC(=O)c1ccc(COc2cccc3cccnc23)cc1 | 5% | -4% | -3% | 3% | -10%[46 µM] | -21% | -0.5%
CCN(CC)C(=O)CSc1nc2cc3c(cc2c(=O)n1CCCC(=O)NCCc1ccc(OC)c(OC)c1)OCO3 | -15% | -15% | 6% | -2% | x | 2% | -1.3%
COc1cc2oc(=O)cc(-c3ccc(-c4ccc(C#N)cc4)cc3)c2c(OC)c1OC | x | x | -17% | 1%[39.9 µM] | x | 4% | 0.7%
CCCCOc1ccc(C(=O)N2CCCC2C(=O)O)cc1 (configuration not stated) | 3%[46.1 µM] | -41% | 2% | 0% | 5% | 3% | 0.0%
CCn1nnnc1SCC(=O)Nc1nnc(C(C)C)s1 | -2%[46.1 µM] | -7% | 11%[38.3 µM] | -3% | 5% | 4% | 4.3%
CCCc1nc2c(c(=O)c3ccccc3n2C)c(=O)n1C1CCCCCC1 | -29% | u | 15% | -1% | u | -1% | -0.1%
COc1ccc(N2CCN(S(=O)(=O)c3ccc(C(=O)NCc4ccco4)cc3)CC2)cc1 | -1%[46.1 µM] | 13% | 7% | -2% | 2% | 8% | -0.5%
CCCN1CCN(CCCNC(=O)CCn2nc(-c3ccccc3)ccc2=O)CC1 | -7% | -5% | 10% | -2% | x | 1% | 0.0%
NS(=O)(=O)c1ccc(NC(=S)NCc2ccc(F)cc2)cc1 | -8% | 2% | 4% | 1% | u | -2% | 2.3%
CCc1c(C(=O)Nc2ccccc2)c(C)[nH]c(=S)c1C#N | 2%[46.1 µM] | -1%[9.22 µM] | u | 3% | 10% | -5% | -2.7%
Cc1ccc(CNC(=O)CCC2CCCN(C(=O)CCC(F)(F)F)C2)o1 (configuration not stated) | 11% | 4%[9.22 µM] | -2% | 3% | u | 5% | 0.9%
Cc1ccc(Cn2cnc3c(nnn3Cc3ccc(Cl)cc3)c2=O)cc1 | -7%[46.1 µM] | -19% | 8%[38.3 µM] | -6% | -1% | 1% | -2.2%
CCOC(=O)c1cnn(-c2ccccc2)c1NC(=O)CCl | 13% | 7% | 4% | -4% | -27% | 12% | -1.1%
CCOC(=O)C1=C(C)c2ccccc2N(S(=O)(=O)C(F)(F)F)C1C(=O)OCC (configuration not stated) | x | x | 7% | 3%[39.9 µM] | x | 9% | 0.0%
O=C(NCc1ccccn1)c1cn(CCc2ccccc2)nn1 | 1%[46.1 µM] | 8% | 6%[38.3 µM] | -7% | u | 4% | -1.1%
O=c1[nH]c(=S)n(-c2cccc(Cl)c2)c(O)c1/C=N/N1CCOCC1 | 4% | 1%[9.22 µM] | x | x | x | 5% | -1.0%
COc1ccc(CCNC(=O)COC(=O)/C=C/c2cccs2)cc1OC | 3% | 22% | 3% | 2% | -11%[46 µM] | 5% | 1.1%
N/C(=N\OC(=O)COc1ccc(Br)cc1)c1cccnc1 | 8% | -10% | 2% | 3% | -7% | 2% | -0.8%
Cc1nc2ccccc2nc1NS(=O)(=O)c1ccc(N)cc1 | -1% | 1%[9.22 µM] | x | x | x | -14% | -0.7%
COc1cc(OC)c2c(C)cc(=O)oc2c1C(CCN1CCOCC1)c1ccc(N(C)C)cc1 (configuration not stated) | -8% | -10%[9.22 µM] | x | x | x | -28% | 0.0%
CCCCNC(=O)CSc1nc2cc3c(cc2c(=O)n1CCC(=O)NCCc1ccc(OC)c(OC)c1)OCO3 | -15% | -3% | -5% | 8% | 7%[46 µM] | 0% | 4.1%
Cc1cccc(Cc2nnc(CCC(=O)NCc3ccncc3C)o2)c1 | 22% | 7%[9.22 µM] | 4% | 0% | 17%[46 µM] | 6% | 0.0%
COc1ccc(CCNC(=O)C2CCCN(S(=O)(=O)c3cnc[nH]3)C2)cc1OC (configuration not stated) | -4%[46.1 µM] | 6% | 3%[38.3 µM] | -1% | -5% | -2% | -1.2%
COc1ccc(OC)c(NC(=O)NCc2ccc(F)cc2)c1 | -18%[46.1 µM] | 9% | 21%[38.3 µM] | 0% | -15% | 8% | -1.9%
C=CCN(C(=O)CNC(=O)c1ccco1)C(C(=O)NC1CCCCC1)c1ccccc1 (configuration not stated) | -8%[46.1 µM] | -7% | 41%[activator][38.3 µM] | -4% | -2% | 3% | -0.9%
Cc1cc(=O)oc2cc(OCC(=O)Nc3cccc(S(=O)(=O)N(C)C)c3)ccc12 | u | 13% | u | 4% | 2% | 5% | 0.0%
CCN(CC)S(=O)(=O)c1cc(NC(=O)C(C)N2CCN(Cc3ccc4c(c3)OCO4)CC2)ccc1C (configuration not stated) | -4% | 23% | 10% | 0% | u | -4% | -1.8%
COc1cccc(Oc2ccc(OC)cc2C(=O)O)c1 | 15% | -8%[9.22 µM] | x | x | 7%[46 µM] | 7% | 2.1%
CCCC(=O)N=C1SC2CS(=O)(=O)CC2N1c1ccc(C(C)=O)cc1 (configuration not stated) | 2%[46.1 µM] | -8% | 4%[38.3 µM] | 0% | 13% | 2% | -0.7%
Cc1cc(O)c(C=Nc2ccc(Cl)cn2)c(=O)o1 | -2%[46.1 µM] | -7% | 15%[38.3 µM] | -5% | 10% | 2% | -1.5%
CC(=O)c1ccc(N(C(=O)Cc2c[nH]c3ccccc23)C(C(=O)NC2CCCCC2)c2cccs2)cc1 (configuration not stated) | u | 17% | 6%[38.3 µM] | -1% | 10% | -5% | 0.0%
CSc1ccccc1C(=O)C1CCCN(C(=O)CCN2CCCO2)C1 (configuration not stated) | -17% | 3% | 0% | -2% | x | 3% | 1.3%
CC(C)C(=O)Nc1cccc(C(=O)Nc2cc([N+](=O)[O-])ccc2F)c1 | 3% | -6% | 6% | 4% | 4%[46 µM] | 9% | -0.4%
CCCCCc1nnc(NC(=O)C2CCCO2)s1 (configuration not stated) | -13%[46.1 µM] | -15% | 32%[38.3 µM] | -2% | 12% | 6% | 4.3%
CC(=O)N(c1cccc(Cl)c1)c1nc(C)cc(C)c1C#N | 8% | -14%[9.22 µM] | x | x | x | 4% | 5.2%

A portion of the library. The share of hits here may be higher or lower than overall.
